EPAC1 ag – agonists of human EPAC1; O95398; EPAC1 agonist qHTS, biochemical assay; response scale: 100% = response to 6.5 mM cAMP; Potency, µM (top dose mostly 154 µM), without a hit: top-dose activation, usual class: activators; 360,000 tested, 0.073% active; note: nearly all actives have a fitted effect of over 60% in size
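Multi-concentration qHTS readout: loss of Rap1B-bound BODIPY-GDP fluorescence driven by 100 nM EPAC1 with excess GDP (50 uM), monitored kinetically at room temperature; agonist response expressed relative to 6.5 mM cAMP.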
EPAC1 antag – antagonists of human EPAC1 | O95398 | EPAC1 GEF assay, Rap1b-BODIPY-GDP exchange fluorescence | Potency, µM (doses to about 115 µM), for inactives: top-dose activity change, negative = inhibition, usual class: inhibitors | 360,000 tested, 0.14% active;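 note: plate controls were vehicle for no effect and positive control for full effect; nearly all actives have a fitted effect of over 50% in size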
PTHR1 ag – activates the human parathyroid hormone receptor PTHR1; Q03431; HEK293 GP2 PTHR1 cells, GloSensor cAMP luminescence, 1 h; Potency, µM (series often up to 115 µM), for the others: at the highest dose activation, hits mostly activators; 410,000 tested, 0.075% active; note: nearly all actives have a fitted effect of over 55% in size; some results filed as inactive show a strong effect at the top dose; inactives centre near -15; many of its hits are not listed in these tables
Target sequence (Q03431 whole entry, looked up): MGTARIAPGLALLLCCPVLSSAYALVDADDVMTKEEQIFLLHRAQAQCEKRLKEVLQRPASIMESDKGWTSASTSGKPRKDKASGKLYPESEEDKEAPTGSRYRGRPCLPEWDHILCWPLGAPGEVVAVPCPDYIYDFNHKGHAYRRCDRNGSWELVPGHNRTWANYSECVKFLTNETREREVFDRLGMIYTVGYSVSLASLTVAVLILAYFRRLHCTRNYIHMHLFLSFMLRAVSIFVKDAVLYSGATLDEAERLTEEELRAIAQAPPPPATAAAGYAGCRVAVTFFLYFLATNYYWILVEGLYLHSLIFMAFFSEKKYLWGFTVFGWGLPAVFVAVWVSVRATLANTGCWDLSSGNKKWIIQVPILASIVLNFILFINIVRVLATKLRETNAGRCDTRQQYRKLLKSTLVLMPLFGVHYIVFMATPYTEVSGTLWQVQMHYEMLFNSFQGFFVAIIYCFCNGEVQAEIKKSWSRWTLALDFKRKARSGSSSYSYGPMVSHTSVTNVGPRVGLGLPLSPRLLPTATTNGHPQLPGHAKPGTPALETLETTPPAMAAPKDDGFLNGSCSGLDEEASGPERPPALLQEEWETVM
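HEK-293-derived GP2 cells expressing PTHR1 and a GloSensor cAMP reporter, 3,000/well, plated overnight, given luciferin plus IBMX (each 0.5 mM as added) for 1 h at 37 °C, then compound for 1 h at 37 °C. Luminescence was read after 15 min at room temperature.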
EPAC2 agonist – activates human EPAC2 exchange factor; EPAC2 activation, biochemical qHTS; response scale: 100% = 6.5 mM cAMP response; AID 720711; Potency, µM (titrated, usually from 154 µM), without a hit: at the top dose activation, actives largely listed as activators; 360,000 tested, 0.079% active; note: nearly all actives have a fitted effect of over 50% in size
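Fluorescence exchange assay: 100 nM EPAC2 with 250 nM RAP1B-BODIPY-GDP and 50 uM GDP; compounds tested as a concentration-titration series (qHTS). Loss of Rap1-bound BODIPY-GDP fluorescence read at 480/540 nm; data normalized to 6.5 mM cAMP.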
EPAC2 antag – EPAC2 (human) antagonism. Q8WZA2. EPAC2 GEF exchange of Rap1B-BODIPY-GDP, fluorescence. Potency, µM (top dose mostly 114 µM), without a hit: top-dose activity, negative = inhibition, most hits filed as inhibitors. 360,000 tested, 0.18% active. AID 720708; note: % is set by controls: 0 for no effect and ±100 for the full control effect; nearly all actives have a fitted effect of over 45% in size; many of its hits are not listed in these tables
TDP-43 yeast inh – inhibitors of TDP-43 toxicity in yeast; TDP-43 expressing yeast growth rescue, BacTiter-Glo, 24 h; 410,000 tested, 1.8% active; Potency, µM (titrated, usually from 46.1 µM), without a hit: at the highest dose growth rescue (activation), hits mostly activators; note: % of control where 0% means no effect; nearly all actives have a fitted effect of over 50% in size
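Growth rescue of TDP-43-toxic yeast measured as ATP luminescence (BacTiter-Glo). Cells grown to mid-log in raffinose, induced in galactose at OD600=0.02, exposed to compound 24 hr at 30 deg C.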
aSyn rescue – alpha-synuclein toxicity inhibition in yeast; 370,000 tested, 0.14% active; Potency, µM (titrated, usually from 46.1 µM), without a hit: at the highest dose growth rescue (activation), hits mostly activators; AID 652106; Yeast expressing alpha-synuclein, growth rescue, BacTiter-Glo, 24 h; note: % of control where 0% means no effect; nearly all actives have a fitted effect of over 65% in size
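Galactose-induced alpha-syn yeast (OD600=0.02, raffinose-pregrown) + pinned cpd, 24 hr, 30 deg C; growth by BacTiter-Glo luminescence. Growth restoration scores as activation.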
FUS suppressor – suppressors of FUS proteinopathy in yeast. S. cerevisiae FUS-expressing, growth rescue, OD600, 24 h. AID 1347120. 390,000 tested, 0.24% active. Potency, µM (titrated, usually from 76.6 µM), for inactives: top-dose growth rescue (activation), hits mostly activators;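 note: plate controls were DMSO vehicle for no effect and reference control for full effect; nearly all actives have a fitted effect of over 55% in size; some results filed as inactive show a strong effect at the top dose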
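Quantitative HTS measuring growth restoration of FUS-toxic yeast. Galactose-induced cells (OD 0.005) were exposed 24hr at 30C to compounds at several concentrations, then absorbance at 600 nm was recorded.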
* marks the source's active call; other numbers are inactive results; & = joins results of further samples; [ ] = remark or other dose. Calls come from the whole dose curve; as a rule, active = well fitted curve in the direction sought with a large enough effect; inconclusive = small, poorly fitted or top-dose-only effect, or another doubt; inactive = no such curve, though single readings can be large; an effect the other way counts as inactive or inconclusive. Potency is the fitted concentration of half-maximal effect. An excerpt; the hit share may differ from the screen's.

Screening Cc1ccc2[nH]c3c(c2c1)CN(C(=O)CN1CCN(c2cccc(C)c2C)CC1)CC3 returned EPAC1 ag -5%, EPAC1 antag -13%, PTHR1 ag inactive, EPAC2 agonist 2%, EPAC2 antag -12%, TDP-43 yeast inh 7%, aSyn rescue 9% and FUS suppressor 24%.
Screening COC(=O)c1ccc(Oc2c(C(F)(F)F)oc3c(CN4CCN(C)CC4)c(O)ccc3c2=O)cc1 returned EPAC1 ag -11%, EPAC1 antag 4%, PTHR1 ag inactive, EPAC2 agonist 13%, EPAC2 antag 10%, TDP-43 yeast inh -5%, aSyn rescue -12% and FUS suppressor -2%.
COc1ccc2nc(NC(=O)c3ccccc3F)sc2c1 was read as EPAC1 ag 8%, EPAC1 antag -25%, PTHR1 ag -21%, EPAC2 agonist 5%, EPAC2 antag -9%, TDP-43 yeast inh 20%, aSyn rescue -4% and FUS suppressor -7%.
Screening CN(CC(=O)N1CCN(c2ccc(F)cc2)CC1)S(=O)(=O)c1ccc(F)cc1 returned EPAC1 ag -4%, EPAC1 antag 3%, PTHR1 ag -1%[57.5 µM], EPAC2 agonist 3%, EPAC2 antag -2%, TDP-43 yeast inh 22%, aSyn rescue -8% and FUS suppressor -1%.
For Cc1ccc(-n2c(SCC(N)=O)nc3c([nH]c4ccccc43)c2=O)cc1 the results were EPAC1 ag -21%, EPAC1 antag -17%, PTHR1 ag -35%&-35%[inhibitor], EPAC2 agonist 4%, EPAC2 antag 4%, TDP-43 yeast inh inconclusive, aSyn rescue -12%&-6% and FUS suppressor -7%&1%.
Screening COc1ccc(CCNC(=O)CCS(=O)(=O)c2ccc3c(c2)oc(=O)n3C)cc1OC returned EPAC1 ag -6%, EPAC1 antag -14%, PTHR1 ag -20%, EPAC2 agonist 2%, EPAC2 antag 6%, TDP-43 yeast inh -6%&3%, aSyn rescue -2% and FUS suppressor -11%&-1%.
Screening CC(NC(=O)C1CCC1)c1ccc(Br)cc1 (centres undefined) returned EPAC1 ag 0%, EPAC1 antag -1%, PTHR1 ag -2%, EPAC2 agonist 5%, EPAC2 antag 12%, TDP-43 yeast inh inconclusive, aSyn rescue -1% and FUS suppressor -10%.
For CC(C)OCCCNC(=O)Cn1ccc2cc(S(=O)(=O)N3CCCCCC3)ccc21 the results were EPAC1 ag -10%, EPAC1 antag 13%, PTHR1 ag -19%, EPAC2 agonist 1%, EPAC2 antag 10%, TDP-43 yeast inh -9%&-6%, aSyn rescue 0% and FUS suppressor inconclusive.
For Cc1ccc(Oc2ccc(Cl)cc2NC(=O)c2ccc(F)cc2F)cc1 the results were EPAC1 ag 6%, EPAC1 antag -8%, PTHR1 ag -4%, EPAC2 agonist 10%, EPAC2 antag -13%, TDP-43 yeast inh 0%, aSyn rescue -1% and FUS suppressor -28%.
For C=CCC(=O)NC(C)c1cnn(-c2ccccc2C)c1C (centres undefined) the results were EPAC1 ag -11%, EPAC1 antag 18%, PTHR1 ag -44%[inhibitor], EPAC2 agonist -7%, EPAC2 antag 1%, TDP-43 yeast inh -6%, aSyn rescue 2% and FUS suppressor -1%.
`COc1ccc2oc(=O)c(C(=O)Nc3cccc(C(C)=O)c3)cc2c1` gave EPAC1 ag 13%, EPAC1 antag 7%, PTHR1 ag 0%, EPAC2 agonist -6%, EPAC2 antag -15%, TDP-43 yeast inh 14%, aSyn rescue -1% and FUS suppressor -18%.
Cn1c(O)c(N=NC(=O)CNC(=O)c2ccccc2)c2ccccc21 was read as EPAC1 ag 10%, EPAC1 antag 1%, PTHR1 ag inactive, EPAC2 agonist -10%, EPAC2 antag -25%, TDP-43 yeast inh -9%, aSyn rescue 5% and FUS suppressor 9%.
COc1cc2c(cc1NC(=O)c1ccc(C)c([N+](=O)[O-])c1)oc1ccccc12 was read as EPAC1 ag 12%, EPAC1 antag -14%, PTHR1 ag inconclusive, EPAC2 agonist 1%, EPAC2 antag 3%, TDP-43 yeast inh -6%, aSyn rescue -3% and FUS suppressor 9%.
For CN(C)S(=O)(=O)N1CCN(C(=O)c2ccccc2Cl)CC1 the results were EPAC1 ag 9%, EPAC1 antag 0%, PTHR1 ag inactive, EPAC2 agonist -3%, EPAC2 antag -1%, TDP-43 yeast inh 3%, aSyn rescue 1% and FUS suppressor -24%.
Cc1ccc(C(=O)OC2CCCN(C)C2)cc1 (centres undefined) was read as EPAC1 ag -18%, EPAC1 antag -3%, PTHR1 ag inactive, EPAC2 agonist 4%, EPAC2 antag -4%[57.1 µM], TDP-43 yeast inh -8%, aSyn rescue 7% and FUS suppressor -21%.
`O=C(NC1CC1)C1CCN(S(=O)(=O)c2ccc(Cl)cc2)CC1` gave EPAC1 ag 4%, EPAC1 antag 8%, PTHR1 ag inactive, EPAC2 agonist -1%, EPAC2 antag 13%, TDP-43 yeast inh -9%, aSyn rescue 10% and FUS suppressor 1%.
COC(=O)c1c(C)oc(C)c1S(=O)(=O)NCc1ccc(OC)cc1 was read as EPAC1 ag -5%, EPAC1 antag -1%, PTHR1 ag inactive, EPAC2 agonist 9%, EPAC2 antag -3%, TDP-43 yeast inh 7%, aSyn rescue 1% and FUS suppressor 16%.
COc1ccc(C(CNC(=O)c2cc(SC)ccc2Cl)N(C)C)cc1 (centres undefined) was read as EPAC1 ag 1%, EPAC1 antag -16%, PTHR1 ag -25%, EPAC2 agonist 2%, EPAC2 antag -2%, TDP-43 yeast inh 5%, aSyn rescue 3% and FUS suppressor 10%.
For Cc1ccc(CN2CCC(CO)(CC3CCCCO3)CC2)o1 (centres undefined) the results were EPAC1 ag -7%, EPAC1 antag 3%, PTHR1 ag -10%, EPAC2 agonist 6%, EPAC2 antag 10%, TDP-43 yeast inh 8%, aSyn rescue 0% and FUS suppressor -3%.
Cc1ccc(NC(=O)CSc2nncc3ccccc23)cc1 was read as EPAC1 ag 11%, EPAC1 antag -5%, PTHR1 ag inactive, EPAC2 agonist 6%, EPAC2 antag -3%, TDP-43 yeast inh -3%, aSyn rescue 19% and FUS suppressor -27%.
CC(O)(c1cccc(F)c1)c1nc(-c2cccc(C#N)c2)cs1 (centres undefined) was read as EPAC1 ag 9%, EPAC1 antag -17%, PTHR1 ag -13%, EPAC2 agonist 7%, EPAC2 antag -21%, TDP-43 yeast inh 35µM*, aSyn rescue 10% and FUS suppressor 11%.
`CON/C=C(\C=Nc1ccc(F)cc1)c1ncc(C(F)(F)F)cc1Cl` gave EPAC1 ag 0%, EPAC1 antag 2%, PTHR1 ag -5%, EPAC2 agonist -2%, EPAC2 antag -11%, TDP-43 yeast inh 1% and FUS suppressor -16%.
`O=S(=O)(N1CCOCC1)n1nnc2ccccc21` gave EPAC1 ag 4%, EPAC1 antag 6%, PTHR1 ag inactive, EPAC2 agonist 7%, EPAC2 antag 14%, TDP-43 yeast inh -11%, aSyn rescue -1% and FUS suppressor 2%.
`COc1ccc(Cl)cc1-n1c(C)cc(C=O)c1C` gave EPAC1 ag 4%, EPAC1 antag -11%, PTHR1 ag inactive, EPAC2 agonist 5%, EPAC2 antag 0%, TDP-43 yeast inh 20%, aSyn rescue -3% and FUS suppressor -42%.

A draw from above in order of heavy-atom count, falling.
`CON/C=C(\C=Nc1ccc(F)cc1)c1ncc(C(F)(F)F)cc1Cl` gave EPAC1 ag 0%, EPAC1 antag 2%, PTHR1 ag -5%, EPAC2 agonist -2%, EPAC2 antag -11%, TDP-43 yeast inh 1% and FUS suppressor -16%.
COC(=O)c1c(C)oc(C)c1S(=O)(=O)NCc1ccc(OC)cc1 was read as EPAC1 ag -5%, EPAC1 antag -1%, PTHR1 ag inactive, EPAC2 agonist 9%, EPAC2 antag -3%, TDP-43 yeast inh 7%, aSyn rescue 1% and FUS suppressor 16%.
For Cc1ccc(CN2CCC(CO)(CC3CCCCO3)CC2)o1 (centres undefined) the results were EPAC1 ag -7%, EPAC1 antag 3%, PTHR1 ag -10%, EPAC2 agonist 6%, EPAC2 antag 10%, TDP-43 yeast inh 8%, aSyn rescue 0% and FUS suppressor -3%.
For CN(C)S(=O)(=O)N1CCN(C(=O)c2ccccc2Cl)CC1 the results were EPAC1 ag 9%, EPAC1 antag 0%, PTHR1 ag inactive, EPAC2 agonist -3%, EPAC2 antag -1%, TDP-43 yeast inh 3%, aSyn rescue 1% and FUS suppressor -24%.
`O=S(=O)(N1CCOCC1)n1nnc2ccccc21` gave EPAC1 ag 4%, EPAC1 antag 6%, PTHR1 ag inactive, EPAC2 agonist 7%, EPAC2 antag 14%, TDP-43 yeast inh -11%, aSyn rescue -1% and FUS suppressor 2%.
Cc1ccc(C(=O)OC2CCCN(C)C2)cc1 (centres undefined) was read as EPAC1 ag -18%, EPAC1 antag -3%, PTHR1 ag inactive, EPAC2 agonist 4%, EPAC2 antag -4%[57.1 µM], TDP-43 yeast inh -8%, aSyn rescue 7% and FUS suppressor -21%.

The results go on:
`O=S(=O)(c1ccc2ccccc2c1)N1CCN(S(=O)(=O)c2c(F)cccc2F)CC1` gave EPAC1 ag -11%, EPAC1 antag 5%, PTHR1 ag -63%[inhibitor], EPAC2 agonist 3%, EPAC2 antag -3% and FUS suppressor -10%&7%.
`COc1ccc(S(=O)(=O)N2CCC(C(=O)N3CCOCC3)CC2)cc1OC` gave EPAC1 ag 15%, EPAC1 antag -8%, PTHR1 ag -55%, EPAC2 agonist 3%, EPAC2 antag -3%, TDP-43 yeast inh -25%, aSyn rescue -5% and FUS suppressor -4%.
For O=C(CCc1c[nH]c2ccccc12)OCC(=O)c1ccccc1 the results were EPAC1 ag 15%, EPAC1 antag -12%, PTHR1 ag -10%, EPAC2 agonist 9%, EPAC2 antag 10%, TDP-43 yeast inh 6%, aSyn rescue -7% and FUS suppressor -7%.
CCOc1ccc(OCC)c(NC(=O)C2C3C=CC(O3)C2C(=O)NCc2ccco2)c1 (centres undefined) was read as EPAC1 ag 12%, EPAC1 antag -3%, PTHR1 ag -17%[57.5 µM], EPAC2 agonist 3%, EPAC2 antag 1%, TDP-43 yeast inh -13%, aSyn rescue 0% and FUS suppressor 34%.
